From PubChem BioAssay
KLK5 inh: blocks human kallikrein 5 protease activity | Q9Y337 | recombinant hK5, fluorogenic AMC substrate cleavage | inhibition, % at 5 µM | actives 0.59% (n = 210,000) | AID 873;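 active = inhibition of 40% or more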;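 note: 0% = enzyme controls without compound and 100% = no-enzyme blanks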
Target sequence (Q9Y337 67-293 limits assumed): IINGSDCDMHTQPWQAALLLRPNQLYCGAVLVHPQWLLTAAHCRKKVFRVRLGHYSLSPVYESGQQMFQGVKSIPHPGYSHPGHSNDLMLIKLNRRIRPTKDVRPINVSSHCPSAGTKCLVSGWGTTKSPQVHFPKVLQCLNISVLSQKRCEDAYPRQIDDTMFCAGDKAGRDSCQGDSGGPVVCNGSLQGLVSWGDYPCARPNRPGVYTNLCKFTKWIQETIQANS
Furin inh: inhibitors of human furin; P09958; purified furin, fluorogenic substrate cleavage; inhibition, % at 30 µM; actives 0.061% (n = 220,000); in the data active = inhibition above about 25%; note: inactives centre near -15
Cl transport mod: KCC2 (human) Cl- transport modulation. actives 2.2% (n = 190,000). B-score of Tl+ flux slope (higher = more flux/activation; lower = inhibition) at 10 µM. Q9H2X9. KCC2 cells, thallium flux FluoZin-2 fluorescence. AID 1456;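 active = thallium flux slope and its plate-corrected score both differing from the plate sample mean at a set confidence after two filtering rounds, in either direction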;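 note: slope of fluorescence scaled to starting intensity during 10 to 20 s after thallium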
Wee1 degr inh: blocks degradation of human Wee1 kinase | HeLa Luc-Wee1K328M stability, luciferase luminescence; 100% = proteasome inhibitor MG132 effect | reporter increase, % at 5 µM | actives 1.2% (n = 220,000) | AID 1321;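 active = activation above the mean of all tested compounds plus 3 SD, set per screening run, cut at about 8.8% in these data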;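 note: cells exposed to compound for 20 h before luminescence read; 0% = DMSO alone and 100% = MG132 at 30 µM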
Target sequence (P30291 whole entry K328M): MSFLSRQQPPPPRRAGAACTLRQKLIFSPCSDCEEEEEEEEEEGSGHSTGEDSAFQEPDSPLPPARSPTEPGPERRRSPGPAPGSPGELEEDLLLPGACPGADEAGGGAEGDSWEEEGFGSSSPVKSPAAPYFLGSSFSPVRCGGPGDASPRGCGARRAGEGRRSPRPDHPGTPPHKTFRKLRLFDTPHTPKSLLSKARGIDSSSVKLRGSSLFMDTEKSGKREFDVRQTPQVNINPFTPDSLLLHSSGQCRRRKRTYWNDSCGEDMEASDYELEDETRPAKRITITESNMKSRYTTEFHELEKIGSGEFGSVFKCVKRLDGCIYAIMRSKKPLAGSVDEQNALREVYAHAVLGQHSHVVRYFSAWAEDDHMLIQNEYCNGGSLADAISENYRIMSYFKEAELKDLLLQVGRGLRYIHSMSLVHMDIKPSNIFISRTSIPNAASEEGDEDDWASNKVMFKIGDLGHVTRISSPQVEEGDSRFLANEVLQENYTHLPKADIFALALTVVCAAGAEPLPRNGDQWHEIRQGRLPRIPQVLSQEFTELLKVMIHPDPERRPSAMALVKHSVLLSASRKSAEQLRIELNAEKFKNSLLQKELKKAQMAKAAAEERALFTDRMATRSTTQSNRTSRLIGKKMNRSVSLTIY
FXIIa inh: inhibitors of human coagulation factor XIIa. actives 0.3% (n = 220,000). P00748. inhibition, % at 5 µM. AID 800. purified FXIIa, Boc-QGR-AMC fluorogenic substrate, 2 h; in the data active = inhibition above about 40%;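 note: 0% = enzyme with no compound and 100% = blank without enzyme; many of its hits are not listed in these tables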
Thrombin inh: inhibitors of human thrombin; alpha-thrombin, Boc-VPR-AMC fluorogenic substrate cleavage; actives 0.26% (n = 220,000); inhibition, % at 5 µM; P00734;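 active = inhibition at or above 40%; inactive = inhibition below 40%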;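 note: 0% = enzyme with no compound and 100% = wells without enzyme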
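System – human alpha-thrombin protein · Reagent – Boc-VPR-AMC substrate, 15 µM final · Compound – 5 µM single dose in 0.2% DMSO · Schedule – reaction at room temperature · Technique – AMC fluorescence at 355 nm excitation and 460 nm emission · Read-out basis – % inhibition relative to enzyme controls and enzyme-free blanks · Control set – no-compound enzyme wells and no-enzyme blanks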
FXIa inh: blocks human coagulation factor XIa protease activity; P03951; purified FXIa, Boc-Glu-Ala-Arg-AMC fluorogenic substrate; inhibition, % at 5 µM; actives 0.14% (n = 220,000);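 active = inhibition of at least 40%; inactive = inhibition below 40%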;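 note: fluorescence of freed AMC excited at 355 nm; 0% = enzyme without compound and 100% = no enzyme blank; many of its hits are not listed in these tables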
p97 ATPase inh: inhibitors of human p97 ATPase | recombinant p97 ATPase, Kinase-Glo ATP luminescence, 3 h | inhibition, % at 8 µM | actives 0.42% (n = 220,000) | AID 1481; in the data active = inhibition above about 15%;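 note: 0% = DMSO vehicle and 100% = wells lacking enzyme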
PERK inhibitor: inhibitors of human PERK kinase; Q9NZJ5; CHO PERK-DD fusion, SEAP luminescence translation reporter; inhibition, % at 5.6 µM; actives 0.17% (n = 220,000);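 active = inhibition above the mean inhibition of all tested compounds plus 3 SD, set separately per screening campaign, cut at about 2.9% in these data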;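 note: PERK kinase domain activated by AP20187 dimerizer at 100 nM; 0% = DMSO with dimerizer and 100% = rapamycin at 8.4 µM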
* = called active by the depositor; . = no result given; [ ] = dose if it differs, or a comment.

No.	Molecule	KLK5 inh	Furin inh	Cl transport mod	Wee1 degr inh	FXIIa inh
1	CCOC(=O)N1CCN(S(=O)(=O)c2ccc(C(=O)Nc3nc4ccc(F)cc4s3)cc2)CC1	-9	-30	1.5	7	14
2	COc1ccccc1CNc1cc(-c2ccccc2)ccc1OC	-6	-13	0.47	-3	6
3	CSc1ccc(/C=N/N2CCN(Cc3ccc(C)cc3C)CC2)cc1	0	-27	-0.64	-1	5
4	CCCCCNCC(=O)Nc1cc(C(F)(F)F)ccc1OCCOC	-4	-27	0.53	-2	1
5	COc1cccc(CC2(CO)CCN(CC3=CC[C@H]4C[C@@H]3C4(C)C)CC2)c1	-3	-17	-0.62	-1	6
6	Cc1c(C)n(C(=O)CSc2nccn2C)c2ccccc12	-1	-20	0.062	-3	5
7	CN(C)c1ccc(NC(N)=S)cc1	-14	-31	-0.37	-2	24
8	O=C(NCc1ccccc1)C(c1cccs1)N(C(=O)c1csnn1)C1CC1 (stereo unspecified)	-1	-23	0.041	1	9
9	COc1ccccc1N(C)S(=O)(=O)c1ccc(C(=O)OCC(=O)NCC(F)(F)F)cc1	6	-20	-0.33	-2	10
10	N#CCCn1nc(-c2ccc(Br)cc2)cc1Nc1ccccc1NC(=O)C(F)(F)F	-15	-11	-0.6	-1	6

No.	Thrombin inh	FXIa inh	p97 ATPase inh	PERK inhibitor
1	1	2	4	0.4
2	-5	1	3	0.2
3	-4	-2	5	2.1
4	-6	-4	2	-0.4
5	-7	1	2	0.2
6	4	0	5	0.9
7	-3	21	1	2.0
8	-4	-21	5	-0.6
9	-8	2	-2	-0.2
10	-4	5	2	-0.5

(continued)
No.	Molecule	KLK5 inh	Furin inh	Cl transport mod	Wee1 degr inh	FXIIa inh
11	CCOC(=O)/C=C1\SCC(=O)N1Cc1ccc(Br)cc1	-29	-12	.	0	18
12	Cc1ccc(-n2nnnc2SCc2ccccn2)cc1C	7	-13[20 µM]	0.98	2	-9
13	CCCn1c(SCC(=O)N2CCCc3ccccc32)nc2c1c(=O)n(C)c(=O)n2C	.	-26[20 µM]	1.2	0	.
14	N/C(=N\OC(=O)c1ccc(Cl)cc1[N+](=O)[O-])c1cccnc1	0	-12	0.71	3	3
15	c1ccc(C2OCC3(CO2)COC(c2ccccc2)OC3)cc1 (stereo unspecified)	-3	-18	0.22	-3	5
16	O=C(NNc1c(Cl)cncc1Cl)c1cccs1	0	-17	.	0	9
17	CCOC(=O)NC(=O)CSc1nc2ccccc2[nH]1	-24	-28	0.031	-1	-6
18	Nc1n[nH]c(N)c1N=Nc1ccc(Cl)cc1	-11	10	-1.1	1	14
19	COc1ccc(Cl)cc1C(=O)CSc1nc(N)cc(N)n1	-13	-20	-8.7*	0	0
20	Cc1ccc(-c2cc(=O)c3cc(C)ccc3[nH]2)cc1	-7	-20	1.1	1	13

No.	Thrombin inh	FXIa inh	p97 ATPase inh	PERK inhibitor
11	-2	16	-9	-1.0
12	4	-2	-1	-0.3
13	.	.	4	0.6
14	2	5	9	0.1
15	-8	-3	0	0.6
16	-2	11	3	0.2
17	2	-5	16*	1.3
18	-3	8	1	0.1
19	-17	-11	1	-0.5
20	0	5	8	0.9

Fetched one by one from the entries so far (seven):
No.	Molecule	KLK5 inh	Furin inh	Cl transport mod	Wee1 degr inh	FXIIa inh
9	COc1ccccc1N(C)S(=O)(=O)c1ccc(C(=O)OCC(=O)NCC(F)(F)F)cc1	6	-20	-0.33	-2	10
20	Cc1ccc(-c2cc(=O)c3cc(C)ccc3[nH]2)cc1	-7	-20	1.1	1	13
1	CCOC(=O)N1CCN(S(=O)(=O)c2ccc(C(=O)Nc3nc4ccc(F)cc4s3)cc2)CC1	-9	-30	1.5	7	14
5	COc1cccc(CC2(CO)CCN(CC3=CC[C@H]4C[C@@H]3C4(C)C)CC2)c1	-3	-17	-0.62	-1	6
12	Cc1ccc(-n2nnnc2SCc2ccccn2)cc1C	7	-13[20 µM]	0.98	2	-9
8	O=C(NCc1ccccc1)C(c1cccs1)N(C(=O)c1csnn1)C1CC1 (stereo unspecified)	-1	-23	0.041	1	9
15	c1ccc(C2OCC3(CO2)COC(c2ccccc2)OC3)cc1 (stereo unspecified)	-3	-18	0.22	-3	5

No.	Thrombin inh	FXIa inh	p97 ATPase inh	PERK inhibitor
9	-8	2	-2	-0.2
20	0	5	8	0.9
1	1	2	4	0.4
5	-7	1	2	0.2
12	4	-2	-1	-0.3
8	-4	-21	5	-0.6
15	-8	-3	0	0.6

(list continues)
No.	Molecule	KLK5 inh	Furin inh	Cl transport mod	Wee1 degr inh	FXIIa inh
21	Cn1nc(C(F)(F)F)c(/C=N/OC(=O)c2ccccc2Cl)c1SCc1ccccc1Cl	9	-11	0.53	3	14
22	Cc1nc2c(C#N)cnn2c2c1CCN(Cc1ccccc1)N2C	-20	-24	0.27	0	-3
23	O=C(CNC(=O)c1cccc(OC(F)F)c1)OCc1cc(=O)n2cc(Br)ccc2n1	-12	-5	-0.43	-2	-4
24	COc1cccc(N(CC(=O)NCCSc2ccc(Cl)cc2)S(C)(=O)=O)c1	-14	-18[20 µM]	-0.21	1	14
25	Cc1nc2sc(C(c3cccs3)N3CCN(C(=O)c4ccco4)CC3)c(O)n2n1 (stereo unspecified)	-7	-25	0.73	5	19
26	C=CCc1cc(Cl)ccc1OCCCNC(C)CC (stereo unspecified)	-16	-38	1.1	-2	11
27	C=CCn1c(SCC(=O)Nc2cccnc2Cl)nnc1-c1ccc(Cl)cc1	-31	1	-1	0	41*
28	Cc1nccn1S(=O)(=O)c1ccc(Br)cc1Br	1	-24	.	0	21
29	COc1ccc(C(=O)N2CCN(C(=O)c3ccncc3)CC2)cc1	-13	-5	.	2	12
30	O=C(CSc1nnc(Cc2ccccc2)o1)N1CCc2ccccc21	23	-22[20 µM]	-2.7	-1	21

No.	Thrombin inh	FXIa inh	p97 ATPase inh	PERK inhibitor
21	4	5	2	0.7
22	-6	-8	-2	1.3
23	-8	-4	4	0.3
24	10	1	-4	-1.8
25	6	6	1	0.9
26	-2	5	3	-0.5
27	-2	32	-7	-0.5
28	6	12	2	1.7
29	-2	2	-5	1.0
30	21	13	0	1.9

(more compounds)
No.	Molecule	KLK5 inh	Furin inh	Cl transport mod	Wee1 degr inh	FXIIa inh
31	CC(C)(C)c1nn2cnnc2n(/N=C/c2cccc3ccccc23)c1=O	-4	4	-1.3	-4	0
32	COc1ccc(-c2nn3c(-c4ccccc4)nnc3s2)cc1	-14	-29	-0.29	4	22
33	CCOC(=O)N1CCN(Cc2nc(N)nc(Nc3ccc(Cl)cc3)n2)CC1	1	-20	-0.055	2	10
34	O=C(CCCNS(=O)(=O)c1ccccc1)NCc1ccco1	-10	-20	-0.14	-3	15
35	O=C(CN1C(=O)C2C3C=CC(C3)C2C1=O)NCC1COc2ccccc2O1 (stereo unspecified)	-10	-24	0.054	3	9
36	CCC(Oc1ccccc1)C(=O)Nc1ccc(S(=O)(=O)N2CCOCC2)cc1 (stereo unspecified)	-22	-8[20 µM]	0.82	2	16
37	Cc1noc(C)c1COc1ccc(C(=O)NCC2CCCO2)cc1 (stereo unspecified)	23	-11[20 µM]	0.72	8	8
38	CC(=O)N1N=C(c2ccco2)CC1c1cc2ccc(C)cc2nc1Cl (stereo unspecified)	2	-17	0.0061	-1	10
39	COc1ccc(CCn2c(C)cc3c(c2=O)C(c2ccncc2)C(C#N)=C(N)O3)cc1OC (stereo unspecified)	-8	-4	-0.36	-1	17
40	O=C(c1ccco1)N1CCc2ccccc21	-9	-11	-0.66	3	5

No.	Thrombin inh	FXIa inh	p97 ATPase inh	PERK inhibitor
31	-9	-5	5	0.5
32	4	-1	-2	0.5
33	-5	-2	3	0.3
34	1	-2	2	0.8
35	-1	-3	2	0.6
36	1	4	-1	-0.8
37	-6	-1	2	0.8
38	2	2	2	-0.3
39	-8	1	3	0.5
40	-2	-6	-2	1.3

Additional structures.
No.	Molecule	KLK5 inh	Furin inh	Cl transport mod	Wee1 degr inh	FXIIa inh
41	CN(C)S(=O)(=O)c1cccc(-n2sc3ccccc3c2=O)c1	-4	-18	-0.64	0	2
42	O=C(NN=C1CCC(c2ccccc2)CC1)c1cc2c(s1)CCCC2 (stereo unspecified)	3	-13	-0.4	-3	-3
43	CCOC(=O)C1CCCN(c2cc(C)nc3cc(-c4ccc(Cl)cc4)nn23)C1 (stereo unspecified)	-4	-11[20 µM]	1.1	-3	13
44	CCOc1ccc(-n2c(C)nc3cc(C(=O)NCCN4CCOCC4)ccc32)cc1	-6	-7[20 µM]	-0.45	5	12
45	C/C(=N\NC(=O)Cn1cc([N+](=O)[O-])cn1)c1ccc(O)cc1	1	-25	-0.54	-1	0
46	OCC1(Cc2ccccc2)CCN(Cc2cccc(F)c2F)CC1	.	-24	-0.31	2	8
47	O=C(c1ccccc1)c1ccc(OCCOCCN2CCN(Cc3ccccc3)CC2)cc1	-5	-10	-1.3	0	3
48	CCCCN1C(=O)Nc2ccccc2S1=O (stereo unspecified)	-8	-19	2.4	2	25
49	Cc1ccc(S(=O)(=O)N(C)C)cc1NC(=O)Nc1c(-c2ccccc2)noc1C	2	-24	-1.4	-4	8
50	COC(=O)c1cc(C(=O)Nc2ccc(S(=O)(=O)NC(C)(C)C)cc2)cc([N+](=O)[O-])c1	-20	-7	-1.1	-2	13

No.	Thrombin inh	FXIa inh	p97 ATPase inh	PERK inhibitor
41	-3	-1	-5	0.0
42	-9	-4	0	0.1
43	5	2	0	0.6
44	0	1	-8	-0.1
45	-3	0	7	1.0
46	-6	-4	-1	-0.3
47	-5	1	-9	0.1
48	0	25	2	1.9
49	-2	2	3	0.1
50	-1	10	6	1.0

Carrying on.
No.	Molecule	KLK5 inh	Furin inh	Cl transport mod	Wee1 degr inh	FXIIa inh
51	COC(=O)c1cc(S(=O)(=O)NC2CCN(Cc3ccccc3)CC2)cn1C	4	-30	-1.1	-2	-8
52	CCOC(=O)C(=O)NNc1ccc(C)cc1	-3	-23	-0.53	-2	8
53	O=C(O)Cc1sc(-c2ccc(C(=O)O)cc2)nc1-c1ccccc1	.	-26	0.38	2	8
54	COc1ccc(Cl)cc1-c1nc(SCC(N)=O)n[nH]1	4	-31	-1.1	2	3

No.	Thrombin inh	FXIa inh	p97 ATPase inh	PERK inhibitor
51	-1	-4	5	-0.8
52	-4	1	1	0.4
53	-3	-2	0	0.2
54	-5	6	4	1.4

This is a random part of the collection; about 4.4% have a hit in one of these screens.
